ELG1 genotoxic: induces genotoxicity in HEK293T cells with luciferase-tagged ELG1. actives 1.3% (n = 330,000). Potency, µM (highest dose often 46 µM), without a hit: at the top dose activity change, positive = activation, usual class: activators. HEK293T ELG1-luciferase reporter, luminescence, 16 h. AID 504466; note: potency is the fitted concentration of half-maximal effect; % of control where 0% means no effect; nearly all actives have a fitted effect of over 60% in size
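Step 1: seed 2,000 HEK293T ELG1-luciferase cells per well. Step 2: add compound or DMSO, incubate 16 hr at 37 °C. Step 3: ONE-Glo, 30 min at room temperature, read luminescence.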
Giardia killer: Giardia lamblia killing; Giardia lamblia trophozoite viability; activity change, % at 7.66 µM, hits read low; actives 0.15% (n = 340,000); in the data active = activity change below about -80%; inconclusive = between about -30% and that limit;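 note: parasites exposed to compound for two days anaerobically before the ATP read; % is set by controls: 0 for no effect and ±100 for the full control effect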
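Giardia lamblia trophozoites (100 cells/well) were incubated with compounds for 48 h at 37 deg C under anaerobic conditions. Viability was read as ATP content by one-step luminescence after 15-30 min at room temperature.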
Menin MLL FP TR: inhibitors of human menin-MLL interaction, mutant MLL peptide | O00255 | Menin + Texas Red MLL mutant peptide, fluorescence polarization | actives 0.23% (n = 270,000) | AID 1768 | Potency, µM (series often up to 61.6 µM), without a hit: at the highest dose FP activity change, negative = inhibition, actives largely listed as inhibitors; active = well fitted inhibition curve with a large enough effect in the polarisation, with a control signal flat, not every such curve was filed as active; inconclusive = small, poorly fitted or top-dose-only effect, or effect the other way, or a change in a side signal; inactive = no such curve, though single readings can be large or run the other way; the % refers to the polarisation; note: potency is the fitted concentration of half-maximal effect; % of control where 0% means no effect; many of its hits are not listed in these tables
Target sequence (O00255 whole entry, looked up): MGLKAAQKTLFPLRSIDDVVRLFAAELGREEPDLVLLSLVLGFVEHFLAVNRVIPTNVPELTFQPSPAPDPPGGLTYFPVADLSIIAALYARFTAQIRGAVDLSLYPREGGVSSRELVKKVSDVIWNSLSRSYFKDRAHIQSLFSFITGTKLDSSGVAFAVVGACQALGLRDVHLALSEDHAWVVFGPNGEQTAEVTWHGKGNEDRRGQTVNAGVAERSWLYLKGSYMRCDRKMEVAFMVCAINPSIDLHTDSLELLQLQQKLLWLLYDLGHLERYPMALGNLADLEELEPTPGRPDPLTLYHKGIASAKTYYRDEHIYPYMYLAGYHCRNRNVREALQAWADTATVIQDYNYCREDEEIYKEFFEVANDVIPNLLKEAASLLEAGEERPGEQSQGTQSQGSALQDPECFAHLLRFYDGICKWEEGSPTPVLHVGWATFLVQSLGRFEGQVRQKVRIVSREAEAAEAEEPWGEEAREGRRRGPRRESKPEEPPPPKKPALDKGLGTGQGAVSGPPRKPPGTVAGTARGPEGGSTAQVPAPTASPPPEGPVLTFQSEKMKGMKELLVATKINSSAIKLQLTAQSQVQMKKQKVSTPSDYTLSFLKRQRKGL
p53 reactivation: restores transcriptional activity of mutant p53; H1299 p53-A138V BP100-luciferase reporter, luminescence, 24 h; Potency, µM (top dose mostly 92.2 µM), for inactives: top-dose activity change, positive = activation, actives largely listed as activators; actives 0.063% (n = 320,000); note: potency is the fitted concentration of half-maximal effect; % of control where 0% means no effect; nearly all actives have a fitted effect of over 45% in size
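p53-null H1299 cells stably carrying temperature-sensitive p53-A138V and a BP100-luciferase reporter were pinned with compounds (4-point, 1:5 series) and held 24 hrs at 37 deg C. Luminescence was read 10 min after detection reagent.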
BRCA1 expr up: increases BRCA1 expression; Potency, µM (top dose mostly 46.1 µM), for the others: at the top dose activation, usual class: activators; AID 624202; actives 1.1% (n = 380,000); MCF7-BRCA1-FFLuc reporter, luminescence, 48 h; response scale: scaled: vehicle 0%, 10 µM genistein 100%; note: potency is the fitted concentration of half-maximal effect; nearly all actives have a fitted effect of over 80% in size; some results filed as inactive show a strong effect at the top dose
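MCF7 cells carrying a BRCA1-firefly luciferase reporter (2000 cells/well, phenol-red free MEM) were attached for 2 h at 37 °C, then given compounds for 48 h. Luminescence was read 15 min after luciferase reagent; activity normalized to genistein (10 microM) and DMSO.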
RORg inh: ROR gamma (mouse) transcription inhibition; P51450; Drosophila S2 Gal4-RORgamma UAS-luciferase reporter, 20 h; Potency, µM (titrated, usually from 53.6 µM), for inactives: at the top dose activity change, negative = inhibition, hits mostly inhibitors; actives 5.4% (n = 310,000); AID 2551; note: potency is the fitted concentration of half-maximal effect; % is set by controls: 0 for no effect and ±100 for the full control effect; nearly all actives have a fitted effect of over 60% in size
Target sequence (P51450 whole entry, looked up, the tested form may be a part): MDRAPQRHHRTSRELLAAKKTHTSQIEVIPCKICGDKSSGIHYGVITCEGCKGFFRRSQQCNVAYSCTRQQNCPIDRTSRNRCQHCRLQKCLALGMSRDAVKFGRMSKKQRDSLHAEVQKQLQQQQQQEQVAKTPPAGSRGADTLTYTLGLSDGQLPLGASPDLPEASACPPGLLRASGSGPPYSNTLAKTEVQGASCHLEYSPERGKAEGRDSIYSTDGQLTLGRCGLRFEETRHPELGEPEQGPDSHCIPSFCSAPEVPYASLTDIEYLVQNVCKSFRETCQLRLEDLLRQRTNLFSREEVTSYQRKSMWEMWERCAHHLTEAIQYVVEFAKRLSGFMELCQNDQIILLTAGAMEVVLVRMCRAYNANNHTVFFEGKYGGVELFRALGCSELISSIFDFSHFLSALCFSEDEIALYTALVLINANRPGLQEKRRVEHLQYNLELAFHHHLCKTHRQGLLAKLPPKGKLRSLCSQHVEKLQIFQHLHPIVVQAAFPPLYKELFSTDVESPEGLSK
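In this cell-based reporter format, copper sulfate (700 uM final) drives Gal4–ROR gamma fusion expression from a metallothionein promoter in Drosophila Schneider cells; compounds preincubated 1 hr, reporter read after 20 hr at ambient temperature.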
VP16 counter: counter-screen for ROR gamma inhibitors: Gal4-VP16 reporter; Drosophila S2 Gal4-VP16 UAS-luciferase, luminescence, 20 h; Potency, µM (titrated, usually from 53.6 µM), inactives show top-dose activity, negative = inhibition, most hits filed as inhibitors; actives 3.5% (n = 310,000); AID 2546;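 note: Gal4-VP16 expression switched on by copper sulfate through the metallothionein promoter; potency is the fitted concentration of half-maximal effect; % is set by controls: 0 for no effect and ±100 for the full control effect; nearly all actives have a fitted effect of over 50% in size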
Rab9 promoter act: activates the Rab9 promoter; Huh7 Rab9 promoter-luciferase reporter, luminescence, 24 h; actives 2.8% (n = 320,000); Potency, µM (highest dose often 9.22 µM), for the others: at the top dose activation, negative = inhibition, usual class: activators; note: potency is the fitted concentration of half-maximal effect; % of control where 0% means no effect; nearly all actives have a fitted effect of over 60% in size
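Huh7 cells stably carrying a Rab9 promoter-luciferase reporter, 1500 cells per well in OP-MEM I with 10% FBS, treated with compound 24 hours at 37C. Luciferase activity read by luminescence after 10 minutes with Amplite reagent.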
FLuc modulator: inhibits or activates purified firefly luciferase, miR-21 counter-screen; P08659; purified FLuc, Km substrates, luminescence inhibition; Potency, µM (series often up to 57.5 µM), for inactives: at the highest dose activity change, negative = inhibition, most hits filed as inhibitors; actives 6.9% (n = 360,000); AID 588342;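 note: potency is the fitted concentration of half-maximal effect; plate controls were vehicle for no effect and reference inhibitor for full effect; nearly all actives have a fitted effect of over 55% in size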
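Purified P. pyralis luciferase, 10 nM final, with Km-level 10 uM D-luciferin and 10 uM ATP in 50 mM Tris acetate pH 7.5, 10 mM Mg acetate, 0.01% Tween-20, 0.05% BSA; 6-point qHTS titration about 60 µM downward; luminescence read.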
PKM2 activator: activators of human pyruvate kinase M2. purified PKM2, Kinase-Glo ATP luminescence, activation; response scale: 0% is enzyme alone, no compound. Potency, µM (titrated, usually from 57.5 µM), inactives show at the highest dose activation, actives largely listed as activators. actives 0.34% (n = 260,000); note: potency is the fitted concentration of half-maximal effect; % is set by controls: 0 for no effect and ±100 for the full control effect; nearly all actives have a fitted effect of over 55% in size
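Kinase-Glo luminescence reports ATP generated from ADP (0.1 mM) and PEP (0.5 mM) by purified hPK-M2 after 1 h at room temperature, pH 7.2 imidazole buffer; intermediate enzyme activity allows detecting inhibitors and activators.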
NPC1 prom act: activates the NPC1 promoter; Huh7 NPC1 promoter luciferase reporter, 24 h; Potency, µM (doses to about 9.22 µM), inactives show at the highest dose activation, most hits filed as activators; actives 2.4% (n = 320,000);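 note: potency is the fitted concentration of half-maximal effect; % of control where 0% means no effect; nearly all actives have a fitted effect of over 60% in size; reporter is driven by a mutant NPC1 promoter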
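NPC1 promoter–luciferase Huh7 cells; 24 h compound; luminescence.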
Active calls of the source: *; ? = inconclusive; · = no result given; & = joins results of further samples; [ ] = remark or other dose. Unless noted, calls come from the whole dose curve; as a rule, active = well fitted curve in the direction sought with a large enough effect; inconclusive = small, poorly fitted or top-dose-only effect, or another doubt; inactive = no such curve, though single readings can be large; an effect the other way counts as inactive or inconclusive. The list is partial; rates above refer to the full screens.

SMILES	ELG1 genotoxic	Giardia killer	Menin MLL FP TR	p53 reactivation	BRCA1 expr up	RORg inh	VP16 counter	Rab9 promoter act	FLuc modulator	PKM2 activator	NPC1 prom act
O=C(O)c1ccccc1NN=C1CCCCC1	?	-2	17%	?	?	-34%	-15%	?	11µM*	0%	?
CCOC(=O)C1=C(C)NC(C)=C(C(=O)OCC)C1C(=O)OCC(=O)N(C)C	2%	-4	·	-7%	0%	-19%	1%	-1%	1%	-5%	-1%
COc1ccc(C(=O)N2CCc3ccccc32)cc1	?	-2	-4%	19%	11µM*	-5%	-8%	?	?	-7%	27%
CCN1CC=C2C(C#N)=C(N)C(C#N)(C#N)C(CCc3ccccc3)C2C1 (configuration not stated)	-4%	-1	-11%	7%	-56%	12%[10 µM]	-2%	-2%	0%	-5%	13%
Cc1cc(C(=O)COC(=O)COc2ccccc2C#N)c(C)n1CC1CCCO1 (configuration not stated)	1%	-15	·	15%	7%	·	·	1%	3µM*	·	-3%
COc1ccc(-c2cc(C(=O)N3CCCc4ccccc43)no2)cc1	0%	0	-2%	?	?	14%	-5%	?	6µM*	22%	?
CCN(CC)c1cc(NCCO)c([N+](=O)[O-])c2nonc12	-7%	19	-7%	-7%	11%	15%	1%	-12%	-2%	-12%	-2%
COCCOc1nc2c(c(=O)n(C)c(=O)n2C)n1Cc1cccc(OC)c1	-7%	-12	0%	-4%	-28%	?	?	-13%	-1%	1%	2%
CCC1C/C(=C\c2cc(OC)c(OC)cc2OC)C(=O)/C(=C/c2cc(OC)c(OC)cc2OC)C1 (configuration not stated)	-13%	11	-2%	0%	-76%	24%	-21%	1%	2%	·	-5%
Cc1ccc(N(CC(N)=O)C2SC(=O)N(C)C2=O)cc1 (configuration not stated)	1%	6	-8%	6%	-1%	-3%	-2%	2%	-3%	-4%	1%
CC(=O)c1ccc(OCCCC(=O)N(CCC2=CCCCC2)c2c(N)n(Cc3ccccc3)c(=O)[nH]c2=O)cc1	-13%	16	·	-3%	-51%	·	·	2%	5%	·	-9%
COCCCN(C(=O)Cc1csc(-c2cccc(Cl)c2)n1)c1c(N)n(Cc2ccccc2)c(=O)[nH]c1=O	4%	-13	·	0%	-12%	·	·	-4%	1%	·	-3%
CC(=O)c1cnc(Nc2cccc(C)c2)s1	11%	24	3%	?	?	12%	?	2.5µM*	?	-8%	?
CC(=O)OC[C@]1(OC(C)=O)C[C@@]23CC[C@H]4[C@@](C)(CCC[C@@]4(C)C(=O)O)[C@@H]2CC[C@@H]1C3	0%	8	-2%	-5%	-5%	-40%	-4%	-4%	1%	-1%	-4%
C=CCN1C(=O)C2(C(C(=O)c3ccc(C)o3)=C(O)C(=O)N2CCCN2CCOCC2)c2ccccc21 (configuration not stated)	1%	-4	3%	-12%	5%	-7%	-2%	12%	-1%	4%	-3%
CC(=O)Nc1ccc(S(=O)(=O)NCC(=O)OCc2cc(=O)oc3ccc4ccccc4c23)cc1	1%	3	12%	-7%	47%	-35%	-21%	2%	-2%	0%	-2%
COc1cc(OC)cc(C(=O)Nc2cccc3c2CCCC3)c1	-3%	3	-5%	11%	-38%	-4%	2%	-2%	-5%	0%	6%
CCCOc1ccc(/C=C/C(=O)Nc2ccc([N+](=O)[O-])cc2C)cc1	-2%	-25	51%[activator]	-12%	-3%	20%	2%	-9%	1%	2%	-7%
COc1cc(C(=O)NC2CCCCC2)ccc1OCc1ccc(Cl)cc1Cl	-1%	3	-2%	6%	-15%	-4%	-8%	-14%	4%	5%	-1%
CC(C)C(=O)NC(=S)Nc1ccccc1C(F)(F)F	0%	-6	7%	26%	-1%	5µM*	?	9%	-1%	1%	0%
CC(C)C[C@H](N)c1nnc(SCc2ccc(Cl)cc2)o1	-4%	9	·	-3%	0%	0%	-27%	-1%	-3%	-16%	0%
CCC(C)Sc1nc(O)cc(=O)[nH]1 (configuration not stated)	-1%	8	7%	-4%	9%	2%	-14%	-4%	0%	0%	0%
Cc1cc(C(=O)NC(C)c2ccc3c(c2)OCO3)cs1 (configuration not stated)	-4%	1	-7%	-1%	3%	13%	1%	1%	1%	-1%	11%
Cc1ccc(CNC(=O)COC(=O)c2cc(C)oc2C)cc1	2%	6	·	16%	5%	·	·	-3%	·	·	0%
Cc1csc(NC(=O)C2C3C=CC(C3)C2C(=O)O)n1 (configuration not stated)	-4%	31[activator]	4%	7%	4%	11%	-5%	21%	0%	-7%	0%

Copied from the list:
CCCOc1ccc(/C=C/C(=O)Nc2ccc([N+](=O)[O-])cc2C)cc1 | RORg inh = 20%
CC(C)C[C@H](N)c1nnc(SCc2ccc(Cl)cc2)o1 | FLuc modulator = -3%

Following part:
SMILES	ELG1 genotoxic	Giardia killer	Menin MLL FP TR	p53 reactivation	BRCA1 expr up	RORg inh	VP16 counter	Rab9 promoter act	FLuc modulator	PKM2 activator	NPC1 prom act
Cc1[nH]c2ccc(C(=O)OC(C)C(=O)N(C)C3CCCCC3)cc2c1C (configuration not stated)	-6%	-3	·	-8%	-60%	·	·	2%	-1%	·	-3%
Cc1ccc(-n2c(SCC(=O)N3CC(=O)Nc4ccccc43)nc3ccccc3c2=O)cc1C	0%	-6	3%	-26%	-41%	8%	-2%	-7%	1%	8%	-1%
CSCc1c(C(=O)NCCc2ccccn2)oc2ccccc12	2%	3	-13%	2%	-4%	20%	5%	-2%	-10%	2%	1%
O=C(c1cc2ccccc2o1)N1CCN=C1SCc1cccnc1	1%	18	-9%	26%	44%	-15%	12%	0%	?	3%	12%
Cc1ccc(CN(C(=O)Cn2nnc3ccccc32)C(C(=O)NCc2ccco2)c2cccs2)cc1 (configuration not stated)	-8%	8	?	1%	-44%	?	-8%	-2%	2%	-3%	0%
c1ccc(-c2csc(Nc3ccccn3)n2)cc1	2.9µM*	-6	?	?	28%	?	?	1.3µM*	1.3µM*	-8%	2.2µM*
N/C(CCN1CCOCC1)=N/O	0%	7	0%	2%	-1%	-11%	-11%	1%	3%	12%	-3%
COC(=O)Cn1c(=O)n(CCc2ccccc2)c(=O)c2c3c(sc21)CCCC3	-11%	13	11%	0%	-27%	-4%	-4%	-1%	-1%	1%	-1%
CC(OC(=O)/C=C/c1ccc2ccccc2n1)C(=O)NCc1ccccc1 (configuration not stated)	-3%	5	·	?	-18%	·	·	-3%	9.5µM*	·	-6%
O=C(NC1CCCC1)c1ccc(COCC(F)(F)C(F)F)o1	·	-9	10%	·	0%	8%	11%	·	3%	1%	·
C[C@H](NC(N)=O)C(=O)OCC(=O)NCc1cccs1	-2%	-5	9%	-1%	-10%	-2%	2%	-9%	0%	2%	0%
CC1CCC(NC(=O)C2CCN(C(=O)NC3CCCCC3)CC2)CC1 (configuration not stated)	1%	·	-1%	1%	·	0%[10 µM]	-10%	2%	-5%	-2%	6%
O=S(=O)(Nc1cccc(-c2cn3cccnc3n2)c1)c1ccc(Cl)cc1	4%	6	20%	-5%	-24%	?	-13%	-1%	-2%	-2%	-3%
CCCCCOc1ccc(C(=O)C(c2ccccc2)N2CCOCC2)cc1 (configuration not stated)	-4%	10	-30%	-11%	-39%	3%	-22%	3%	3%	-1%	-1%
C=CCN1c2ccc(Br)cc2C(=O)CS1(=O)=O	2%	-15	·	0%	2%	·	·	-4%	1%	·	-2%
COc1cc(NC(=O)Cn2c(=O)n(CC3CCCO3)c(=O)c3cc(OC)c(OC)cc32)cc(OC)c1 (configuration not stated)	4%	18	14%	·	-7%&13%	17%	-13%	0%	3%&3%	4%	-1%
Cc1c(NS(=O)(=O)c2ccc(Cl)c(C(=O)OC(C)C(=O)NCc3ccco3)c2)c(=O)n(-c2ccccc2)n1C (configuration not stated)	-6%	28	-16%	-5%	0%	28%	-2%	-5%	-15%	-2%	-3%
CC(=O)C1=C(O)C(=O)N(c2nnn(C)n2)C1c1cccs1 (configuration not stated)	1%	-17	-4%[11.7 µM]	5%	10%	-26%	-2%	1%	1%	2%	1%
COC(=O)C1=C(C)N(c2cccc(Cl)c2)C(=O)C1	-3%	21	10%	10%	-6%	6%[0.365 µM]	·	0%	3%	6%	1%
COc1ccc(N(C)C(=O)Cc2c(C(=O)O)[nH]c3ccccc23)cc1	-3%	2	11%	-4%	-65%	7%	2%	6%	-13%	-4%	-3%
Cc1cccnc1NC(=O)NC(=O)c1ccc(C(C)(C)C)s1	?	-6	·	19%	6.3µM*	-9%	-17%	2.2µM*	5.4µM*	-3%	?
COc1ccc(-c2noc(C3CCCN(S(=O)(=O)c4cccc(Cl)c4)C3)n2)cc1OC (configuration not stated)	-6%	-3	-4%	-3%	-47%	-5%[10 µM]	6%	-3%	2%	-4%	-1%

Screens: PubChem BioAssay, National Center for Advancing Translational Sciences (NCATS)
